S1P4 agonist = activates the human S1P4 receptor. activation, % at 4.98 µM. O95977. 0.35% of 220,000 active. S1P4-expressing cell line, agonist reporter assay; in the data active means activation above about 11%;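 further: 0% = DMSO vehicle and 100% = reference agonist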
Target sequence (O95977 whole entry, looked up): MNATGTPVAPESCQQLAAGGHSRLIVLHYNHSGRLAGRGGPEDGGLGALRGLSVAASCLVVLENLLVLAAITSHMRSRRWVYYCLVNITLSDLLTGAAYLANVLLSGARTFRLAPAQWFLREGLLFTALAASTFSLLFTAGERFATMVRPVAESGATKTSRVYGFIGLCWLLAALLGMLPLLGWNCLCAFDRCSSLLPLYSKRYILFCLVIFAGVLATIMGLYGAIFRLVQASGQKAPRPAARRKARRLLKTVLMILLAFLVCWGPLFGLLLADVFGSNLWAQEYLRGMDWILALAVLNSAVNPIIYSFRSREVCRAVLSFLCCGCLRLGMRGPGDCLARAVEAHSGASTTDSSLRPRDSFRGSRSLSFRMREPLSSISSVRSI
NPY2 pot ag = potentiates or activates human NPY-Y2 receptor; cells expressing NPY-Y2, potentiator/agonist read-out; P49146; activation, % at 3.6 µM; 0.45% of 220,000 active; in the data active means activation above about 27%;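 further: cells stimulated with NPY near EC25 plus isoproterenol at EC100; 0% = vehicle plus submaximal agonist and 100% = vehicle plus saturating agonist; some results beyond the cut were filed as inactive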
Target sequence (P49146 whole entry, looked up): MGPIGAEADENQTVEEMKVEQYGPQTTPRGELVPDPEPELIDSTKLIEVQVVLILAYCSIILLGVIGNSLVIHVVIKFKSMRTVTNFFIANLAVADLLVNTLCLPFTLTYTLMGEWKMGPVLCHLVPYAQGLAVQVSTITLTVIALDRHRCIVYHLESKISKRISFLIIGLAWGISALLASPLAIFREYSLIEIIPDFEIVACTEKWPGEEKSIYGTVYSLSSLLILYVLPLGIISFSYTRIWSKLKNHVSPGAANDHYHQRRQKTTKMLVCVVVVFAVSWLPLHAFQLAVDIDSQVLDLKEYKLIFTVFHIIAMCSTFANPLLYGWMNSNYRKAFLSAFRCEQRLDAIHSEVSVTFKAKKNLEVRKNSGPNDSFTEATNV
RBBP9 inhibitor = human RBBP9 hydrolase inhibition | O75884 | recombinant RBBP9, FP-Rh probe fluorescence polarization | inhibition, % at 7.94 µM | 0.2% of 220,000 active | AID 1515;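 active means inhibition above the campaign mean of all tested compounds plus 3 SD, cut at about 14% in these data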;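 further: plate controls were DMSO wells with RBBP9 for no effect and wells lacking RBBP9 protein for full effect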
Target sequence (O75884 whole entry, looked up): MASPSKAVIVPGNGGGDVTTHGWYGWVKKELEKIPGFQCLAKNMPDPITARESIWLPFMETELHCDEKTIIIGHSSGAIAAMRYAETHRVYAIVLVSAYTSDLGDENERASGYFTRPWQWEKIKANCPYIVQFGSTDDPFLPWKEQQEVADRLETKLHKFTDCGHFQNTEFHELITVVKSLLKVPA
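System: RBBP9 protein | Quantity: 2.5 µM RBBP9 dispensing solution, before mixing | Reagent: FP-Rh probe, 375 nM dispensing solution | Timing: Enzyme-compound preincubation 30 min, then probe labeling 45 min, 25 °C | Measured by: Fluorescence polarization | Read-out: % inhibition | Replication: One well per compound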
BaF3 tox = counter-screen for JAK2V617F inhibitors: parental Ba/F3 viability inhibitors. CellTiter-Glo ATP luminescence. inhibition, % at 5.6 µM. 1.1% of 220,000 active;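 active means inhibition above a per-campaign cutoff, the mean inhibition of all tested compounds plus 3 SD, cut at about 27% in these data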;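 further: 0% = DMSO wells and 100% = JAK Inhibitor I control wells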
Runt-CBFb FRET = blocks binding of human RUNX1 Runt domain to CBFb | Cerulean-Runt/Venus-CBFb FRET ratio 530/480, 1 h | Q01196+Q13951 | inhibition, % at 20 µM | 0.46% of 220,000 active | AID 1496;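 active means inhibition over about 50% at 20 µM in the single-dose screen, limit read from the data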;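 further: 0% = DMSO wells and 100% = excess unlabeled CBFb competitor control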
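Assay system: Cerulean-Runt domain fusion protein, energy donor; Signal: fluorescence energy transfer, 422 nm excitation, 530/480 nm emission; Timing: 1 h compound exposure, room temperature; Control set: unlabeled CBFb; Medium: Tris buffer pH 7.5 with salts and BSA; Compound: single test concentration of 20 µM, 1% DMSO final; Probe or stimulus: Venus-CBFb 100 nM.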
S1P4 antagonist = antagonists of human S1P4 receptor; O95977; AID 1510; inhibition, % at 4.98 µM; S1P4-expressing cells, antagonist mode, reporter read-out; 0.26% of 220,000 active; in the data active means inhibition above about 29%;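 further: 0% = wells stimulated with agonist and 100% = vehicle wells without agonist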
NPY-Y1 PAM-ag = human NPY-Y1 potentiation or agonism, primary screen. P25929. NPY-Y1 expressing cells, potentiator/agonist activation. activation, % at 3.6 µM. 0.37% of 220,000 active. AID 1304; in the data active means activation above about 33%, passing the limit was not always enough;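 further: cells stimulated with NPY at EC10 then isoproterenol at EC100; 0% = low agonist plus stimulus and 100% = saturating agonist plus stimulus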
Ba/F3 V617F tox = reduce viability of Ba/F3 cells dependent on JAK2V617F. 1.1% of 220,000 active. inhibition, % at 5.6 µM. AID 1446. Ba/F3 EpoR-JAK2V617F viability, ATP luminescence;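 active means inhibition above the campaign mean plus 3 SD over all tested compounds, cut at about 24% in these data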;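 further: cytokine-independent growth of Ba/F3 cells driven by EpoR plus mutant JAK2; 0% = DMSO-treated cells and 100% = JAK inhibitor I control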
NPY-Y1 antag = antagonists of human neuropeptide Y receptor Y1 | 1% of 200,000 active | inhibition, % at 3.6 µM | HEK293-CNG Y1 cells, membrane potential fluorescence; NPY at EC95, then isoproterenol | AID 1040;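 active means inhibition above the campaign mean inhibition of all tested compounds plus 3 SD, cut at about 20% in these data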;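 further: 0% = DMSO wells given NPY plus isoproterenol and 100% = isoproterenol alone without NPY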
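Material: HEK293 Y1/CNG channel cell line; also added: NPY (25 nM), isoproterenol (1 µM), Ro 20-1724 (25 µM); doses: one concentration, 3.6 µM, in 0.4% DMSO; schedule: compound incubation 1 h at room temperature, readout 45 min post-stimulation; technique: membrane potential fluorescence; measure: fluorescence ratio normalized to % inhibition between controls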
* hit, by the source's call; nt = no result given.

Under each structure: S1P4 agonist	NPY2 pot ag	RBBP9 inhibitor	BaF3 tox	Runt-CBFb FRET	S1P4 antagonist	NPY-Y1 PAM-ag	Ba/F3 V617F tox	NPY-Y1 antag
- CCCC1CCC(C(=O)Nn2c(C)nc3ccccc3c2=O)CC1 (configuration not stated)
→ 2.0	-16.8	-5.7	1.9	-10.8	-3.6	-65.8	-1.4	3.3
- CSc1nc2c(c(=O)[nH]1)C(c1ccccc1Cl)CC(=O)N2 (configuration not stated)
→ -0.2	0.2	-11.1	6.4	-0.9	-0.1	-1.7	-1.7	0.3
- Cc1ccc(NC(=O)c2cncc(Br)c2)c(O)c1
→ 1.3	1.8	-4.8	2.3	1.3	-9.2	5.9	1.8	0.9
- CCn1c(CSc2ncccn2)nnc1SCC(=O)N1c2ccccc2CC1C (configuration not stated)
→ 1.3	-5.5	3.3	-0.6	0.4	-24.3	-18.0	-4.2	-5.0
- CCc1nccn1S(=O)(=O)c1ccc2ccc(C)cc2c1
→ 1.3	-43.3	-12.5	0.7	2.0	7.4	-35.9	2.9	33.5*
- CCCC(C(=O)NC1CCCC1)N(C(=O)Cn1nnc(-c2ccc(C)o2)n1)C1CCCC1 (configuration not stated)
→ 0.1	-12.9	-8.4	-0.1	-9.4	8.4	1.6	0.6	3.2
- CCOc1ccc(-c2cc(C(=O)OC)nc3c2c(=O)n(C)c(=O)n3C)cc1
→ -0.1	-6.6	-6.6	1.6	2.3	7.1	-16.3	-3.8	nt
- Cc1csc(NC(=O)c2ccc(S(C)(=O)=O)cc2)n1
→ -1.4	-1.9	13.6	-2.6	1.4	-9.4	12.8	-2.3	-2.1
- O=C(CSc1nc2ccccc2c(=O)n1-c1ccccc1)N1CCCc2ccccc21
→ 1.7	-7.9	1.2	7.9	-2.7	1.6	4.7	-1.5	4.5
- Cc1nn(-c2ccccc2)c(Cl)c1C1C(C#N)=C(N)Oc2c1c(C)nn2-c1ccccc1 (configuration not stated)
→ -0.5	4.5	-6.2	-1.4	-9.4	4.9	4.4	-2.9	-5.0
- CCc1oc(C(=O)O)cc1CN(CC)CC
→ -0.4	6.3	1.9	5.6	-2.1	-14.2	-8.1	3.1	1.2
- O=C(O)CSC(NC(=O)c1cccnc1)(C(F)(F)F)C(F)(F)F
→ -1.1	4.5	9.2	-2.2	0.5	-10.6	10.4	-4.0	2.6
- COC(=O)Nc1nc(-c2ccc(F)cc2)c(C)s1
→ 0.2	10.7	3.5	-4.9	-0.5	-9.7	23.5	-2.7	-2.2
- CCC(=O)NC(=S)Nc1ccc(NC(=O)c2ccco2)c(Cl)c1
→ 0.6	-12.3	-6.8	2.6	2.9	-15.4	-14.7	4.1	1.6
- Fc1cccc(Cl)c1/C=N/Nc1ccccn1
→ 2.3	-2.3	-1.3	8.4	2.4	-7.0	14.2	-0.1	0.1
- CCC1CCCCN1CCNC(=O)CNS(=O)(=O)c1ccc2nc(C)sc2c1 (configuration not stated)
→ 1.6	8.7	-1.1	3.5	0.3	-13.2	1.9	1.2	5.1
- COc1ccc(CC(NC(C)=O)C(=O)NC2CCN(S(=O)(=O)c3ccccc3)CC2)cc1OC (configuration not stated)
→ -1.2	9.9	-4.9	0.9	-1.3	3.0	-0.3	-2.4	0.0
- CC(=O)Nc1cccc(-n2nnc(SCC(=O)Nc3ccc(F)c(Cl)c3)n2)c1
→ 0.0	5.8	-6.5	-8.6	-2.1	7.0	-5.2	3.0	nt
- O=C(CN1CCN(S(=O)(=O)c2ccccc2)CC1)Nc1ccc2c(c1)OCO2
→ 2.0	-0.2	-4.3	2.3	0.4	-14.7	-12.2	-1.9	2.3
- O=C(Cc1ccc(-n2c(=S)[nH]c3ccccc3c2=O)cc1)N1CCN(c2ccccc2)CC1
→ -3.4	-15.1	-14.4	3.0	0.5	-7.6	16.8	-3.4	-2.9
- CCOC(=O)/C(C#N)=C/c1cn(CCC(=O)O)nc1-c1cccc(Br)c1
→ -0.2	-8.7	-12.9	3.0	0.0	6.6	1.6	-0.3	-3.6
- Cc1ccc2[nH]cc(CCCN3C(=O)c4ccccc4C3=O)c2c1
→ 2.0	-1.4	-1.4	6.2	-3.7	-15.2	1.9	-2.6	-0.5
- Cc1cccc(NC(=O)/C=C/c2ccc(Cl)cc2)n1
→ 1.1	-6.9	-10.3	6.0	-6.0	-3.2	5.9	0.9	2.2
- CC(C)[C@H](CN(N=O)[C@@H](Cc1ccccc1)CN(C)N=O)N(CCc1ccccc1)N=O
→ 1.6	-15.6	1.4	0.1	-0.6	-1.8	-2.3	-1.2	5.6
- COc1ccccc1-c1cc(C(=O)NCc2cccs2)no1
→ -0.3	4.0	-11.8	0.8	-2.1	7.7	-3.1	-0.4	6.4
- Cc1ccc(S(=O)(=O)N(CCC(=O)O)Cc2ccc(Cl)cc2)cc1
→ -2.7	-22.6	-7.0	8.8	-0.3	-2.1	-22.5	1.4	8.9
- COC(=O)C1CCN(C(c2cc(OC)c(OC)c(OC)c2)c2sc3nc(C)nn3c2O)CC1 (configuration not stated)
→ -0.4	7.2	3.2	-0.7	1.1	-0.8	5.7	-2.8	6.3
- N#C/C(=C\c1c(N2CCCCC2)nc2ccccn2c1=O)C(=O)NC1CCS(=O)(=O)C1 (configuration not stated)
→ 4.3	-3.7	-5.5	0.3	4.2	-24.0	20.4	-2.0	6.6
- Cn1cc(C(=O)C(=O)N2CCCc3ccccc32)c2ccccc21
→ 0.0	-2.8	-0.7	5.2	nt	3.1	8.3	0.0	-6.7
- COc1ccc(N2CCN(C(=O)NC3CCCCC3)CC2)cc1
→ 0.5	-6.5	-9.8	4.3	1.6	-7.0	8.6	-1.5	-6.5
- CC(=O)N1CC2(C)CN(C(C)=O)CC(C)(C1)C2O (configuration not stated)
→ 0.7	2.7	-8.1	5.1	3.8	-7.5	7.9	-1.8	-4.3
- Cn1c(=O)oc2cc(S(=O)(=O)NCCN3CCCCCC3)ccc21
→ 0.7	13.7	-2.5	2.7	1.7	0.6	19.3	-2.9	1.8
- CC(NC(=O)CN1C(=O)NC(Cc2ccccc2)(Cc2ccccc2)C1=O)C12CC3CC(CC(C3)C1)C2 (configuration not stated)
→ -0.8	-90.3	-7.3	4.8	0.4	14.5	-127.4	0.7	130.3*
- CC(C)[C@H](NS(=O)(=O)c1ccccc1)C(=O)OCC(=O)N1N=C(c2ccc(Cl)cc2)CC1c1ccco1 (some centres not stated)
→ 1.1	-2.0	-4.8	-2.5	19.0	-4.2	6.5	-1.7	-1.5
- CCOc1ccc(C(=O)NCc2ccccc2OC)cc1
→ -1.5	-7.3	3.1	8.8	0.5	-7.2	-15.0	-0.4	-1.2
- CC(C)(C)SCCNC(=O)CN(c1ccc(F)c(Cl)c1)S(C)(=O)=O
→ -0.2	-9.6	-6.1	2.2	-5.8	-7.6	-4.1	5.0	3.0
- CCc1nnc(NS(=O)(=O)c2ccc(NC(=S)NC(=O)c3ccncc3)cc2)s1
→ 1.7	1.9	-11.9	-3.4	0.1	-28.8	10.3	-0.9	nt
- Cc1ccc(C(=O)NCC2CCCO2)o1 (configuration not stated)
→ 0.6	-13.2	-2.0	8.1	-0.3	-19.9	-16.2	6.2	-1.2
- CCOc1ccc2nc(SCC(=O)N3c4ccccc4Sc4ccccc43)c(C#N)cc2c1
→ 2.1	1.2	-9.7	-1.6	-1.3	-9.1	4.3	-3.1	2.7
- CC(=O)Nc1ccc2c(c1)C(=O)N(C1CCCCC1)C2=O
→ -0.1	8.8	-4.5	6.7	15.7	-1.9	2.3	1.4	1.5
- CC(=O)N1CCN(Cc2nc3scc(-c4ccccc4)c3c(=O)[nH]2)CC1
→ 1.4	-7.4	-7.7	1.2	0.1	-15.1	0.3	1.4	2.2
- CC(C)[C@H](NS(=O)(=O)c1ccccc1)C(=O)OCn1nnc2ccccc2c1=O
→ -2.2	4.9	1.1	4.2	2.9	14.2	24.1	0.0	-1.7
- Cc1cc(C)c2c(N)c(C(=O)NNC(=O)c3ccccc3)sc2n1
→ 0.3	-8.5	1.3	-0.1	1.6	-17.8	20.0	-4.7	3.2
- COc1ccc(N2C(=O)C3CCCN3C2c2ccccc2F)cc1 (configuration not stated)
→ 0.3	-10.4	-3.9	0.8	-0.7	-7.8	3.0	-0.1	6.3
- CS(=O)(=O)N1CCC(C(=O)O)CC1
→ -1.8	0.3	0.0	2.6	0.6	0.9	-6.3	-5.3	3.4
- Cc1nc(N)sc1-c1csc(NCc2ccccc2)n1
→ 0.0	2.6	-7.9	4.2	4.7	-7.2	21.4	3.4	-4.8
- COc1ccccc1C(=O)Nc1nnc(-c2ccc(F)cc2)o1
→ 0.9	-15.6	-8.8	8.0	2.7	2.0	-14.9	-0.1	2.4
- CCN(CC)c1ccc(NC(=O)c2cnn(CC)c2)cc1
→ 0.9	-15.6	-5.0	1.6	5.7	-11.4	6.3	4.9	-1.9
- C/C(=N\Nc1ccc(C#N)cc1[N+](=O)[O-])c1ccc(O)cc1
→ 1.6	28.3	-2.4	0.7	-0.9	-4.5	36.8	-2.3	nt
- COc1cccc(C(=O)Nc2ccc(NC(=O)C(C)(C)C)cn2)c1
→ 1.5	6.7	-4.6	6.5	-1.9	-33.6	2.8	4.6	-1.3
- COc1cccc(-n2nnc3c(=O)n(CC(=O)Nc4cc(C)on4)cnc32)c1
→ 1.5	-3.5	10.7	11.7	-3.4	-9.0	-0.6	0.1	0.1
- O=C(c1ccccn1)c1cc2ccccc2n1S(=O)(=O)c1ccccc1
→ 1.4	5.0	-9.3	8.6	45.8	-13.7	-1.2	-2.5	1.5
- CCn1c(CSc2nc3ccccc3s2)nc2ccccc21
→ -1.1	2.3	-10.0	2.4	2.5	-5.8	-3.8	-1.0	2.0
- O=C(Cc1ccccc1)NNC(=O)Nc1ccc(Cl)c(Cl)c1
→ 0.3	-4.9	-6.4	3.4	0.8	-3.4	-22.9	-3.4	-2.3
- Cc1cc(C)n2nc(N)c(N=Nc3ccc(Cl)cc3)c2n1
→ 0.8	6.6	-0.4	2.5	-2.3	-3.7	-1.8	-4.1	-1.8
- CONc1nc(NC(C)(C)C)nc(OCC#N)n1
→ 2.0	-1.9	-4.5	6.6	1.4	-15.3	7.3	0.7	-1.2
- COc1ccccc1NC(=S)N(CCN1CCOCC1)Cc1ccccc1F
→ -0.2	-6.1	-8.3	3.5	2.0	3.2	-5.2	1.3	1.3
- CC(=O)c1c(C)nc(-c2ccc(OCC(=O)Nc3ccccc3)cc2)n1O
→ -0.1	8.2	-2.9	6.7	nt	-19.8	19.4	-0.2	6.3
